HIF-2a inh: inhibitors of HIF-2a; 786-0 RCC cells HIF-2a reporter, luciferase luminescence, overnight; inhibition, % at 18.8 µM; 0.72% of 360,000 active; AID 624352;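 active means inhibition of the luminescence signal of 40% or more relative to plate controls, in a single-dose primary screen at 18.75 µM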
Shn3 3UTR inh: reduces Shn3 3'UTR luciferase signal in osteoblasts; Clone20 osteoblast Shn3 3'UTR firefly luciferase, 24 h; inhibition, % at 12.5 µM; 0.52% of 360,000 active;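 active means mean inhibition of at least 75% with every replicate also reaching 75%; inconclusive means mean inhibition at least 75% but some replicate below; inactive means mean inhibition below 75%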;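 further: 0% = median of neutral control wells and 100% = pilot-screen positive control compound; some compounds past the cut are filed as inactive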
TWEAK-Fn14 inh: TWEAK-Fn14 signaling inhibition; TWEAK-stimulated Fn14 reporter cells, luciferase luminescence, 8 h; inhibition, % at 10 µM; 2% of 360,000 active; AID 1159606; in the data active means inhibition above about 50%
MITF TRPM1 inh: MITF TRPM1 promoter inhibition in SK-MEL-5 cells | inhibition, % at 12.5 µM | 0.83% of 330,000 active | SK-MEL-5 TRPM1 promoter luciferase, 24 h;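 active means mean inhibition across replicates of 60% or more, whatever share of single replicates reaches that level; inconclusive means some that reach 60%, reason not given; inactive means mean inhibition across replicates below 60%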; further: values of inactives mirror those of a sister screen read the other way
NR2E3 ag-1: agonists of human NR2E3 nuclear receptor | Q9Y5X4 | AID 602229 | 0.35% of 360,000 active | inhibition of corepressor binding, % at 3.98 µM | CHO-S Gal4-NCOR/VP16-NR2E3 two-hybrid, luciferase;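 active means inhibition above the mean of all tested compounds plus 3 SD, cut at about 70% in these data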;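 further: 0% = DMSO with NR2E3 transfected cells and 100% = cells lacking NR2E3 construct; higher means lower luciferase signal from less NR2E3 corepressor binding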
Target sequence (Q9Y5X4 whole entry, looked up, the tested form may be a part): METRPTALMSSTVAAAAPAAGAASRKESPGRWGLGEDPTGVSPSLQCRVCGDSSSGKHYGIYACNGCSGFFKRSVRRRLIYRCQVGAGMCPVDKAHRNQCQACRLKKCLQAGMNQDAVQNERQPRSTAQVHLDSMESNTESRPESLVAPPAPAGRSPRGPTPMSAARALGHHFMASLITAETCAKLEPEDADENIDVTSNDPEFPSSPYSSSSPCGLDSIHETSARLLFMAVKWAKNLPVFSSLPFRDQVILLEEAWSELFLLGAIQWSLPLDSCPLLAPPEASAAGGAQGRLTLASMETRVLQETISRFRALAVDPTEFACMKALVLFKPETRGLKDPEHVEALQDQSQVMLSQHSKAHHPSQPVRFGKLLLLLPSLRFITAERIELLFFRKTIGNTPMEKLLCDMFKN
Peg3 prom inh: Peg3 promoter activity inhibition. inhibition, % at 20 µM. AID 588405. 1.7% of 360,000 active. HeLa PEG-Prom luciferase reporter, luminescence, overnight;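 active means inhibition of at least 50% at 20 µM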
KKLEB tox: CF airway cell cytotoxicity counter-screen | KKLEB CF airway cells viability, ATPlite luminescence, overnight; hits give low values; cells stimulated with P. aeruginosa culture filtrate | 0.36% of 360,000 active | activity change (cytotoxicity), % at 5 µM;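 active means corrected activity change at or below -50% at 5 µM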
TRAIL sens C8: sensitizes caspase-8 expressing cells to TRAIL | NB7+C8 cells + TRAIL, ATPlite viability luminescence | inhibition (viability loss, TRAIL sensitization), % at 10 µM | 1% of 360,000 active | AID 624354;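 active means compounds causing at least 50% loss of cell viability in the single-dose screen, relative to plate controls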
CF NFkB inh: inhibitors of cystic fibrosis induced NF-kB. inhibition, % at 5 µM. KKLEB NF-kB-GFP reporter, PAF-induced, GFP fluorescence overnight. AID 588850. 0.86% of 360,000 active;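 active means at least 50% inhibition at 5 µM, scaled per plate between neutral and stimulator controls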;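 further: PAF is a Pseudomonas aeruginosa culture filtrate used as stimulus; plate controls were PAF-stimulated DMSO wells for no effect and unstimulated DMSO wells for full effect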
NR2E3 ag-2: agonists of human nuclear receptor NR2E3. Q9Y5X4. GST-NR2E3/biotin-RetCOR TR-FRET, 1536-well. inhibition of corepressor binding, % at 4.78 µM. 0.12% of 320,000 active. AID 2300;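 active means percent inhibition above the cutoff of mean plus 3 SD of all tested compounds, set per screening campaign, cut at about 20% in these data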;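 further: 0% = DMSO wells and 100% = biotin wells as full block of FRET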
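Material: NR2E3–RetCOR corepressor complex / Incubation: Compound–protein incubation for 5 h at 4 °C / Dosing: compound at 4.8 µM, single dose / Detection: time-resolved FRET / Benchmarks: high control biotin, low control 0.6% DMSO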
TROY NFkB inh: inhibitors of TROY-dependent NF-kB signaling | Q293 LMP1-TROYcd NF-kB luciferase reporter, 4 h | 0.98% of 360,000 active | inhibition, % at 10 µM;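 active means compounds whose plate-normalised and pattern-corrected inhibition of the luciferase reporter signal at the single screening dose is 50% or more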
Numbers without * were called inactive; ? = inconclusive; . = no result given. Not all compounds are listed, so the mix of outcomes need not match the whole.

SMILES,HIF-2a inh,Shn3 3UTR inh,TWEAK-Fn14 inh,MITF TRPM1 inh,NR2E3 ag-1,Peg3 prom inh,KKLEB tox,TRAIL sens C8,CF NFkB inh,NR2E3 ag-2,TROY NFkB inh
CC(O)c1cc2c(s1)c1cnn(Cc3ccccc3F)c(=O)c1n2C (stereo unspecified),-9,-16,5,-3,-20,8,-18,-7,20,.,-10
COc1nc(NCc2cccnc2)nc(NC2CCCCC2)n1,-89,-49,-5,-11,-41,-70,-5,-1,4,0,-43
CCOc1ccc2ccccc2c1CNc1nnnn1C,1,-6,-12,-34,-18,1,-6,0,-3,0,-15
COc1cc(/C=C/C(=O)OCC(=O)NCc2cccs2)ccc1OC(F)F,15,17,6,3,-25,7,-8,-4,10,2,-11
COc1cc(OC)c2ccc(=O)oc2c1C(CC(=O)N1CCCC1)c1ccc(N(C)C)cc1 (stereo unspecified),2,-23,-3,6,-27,3,2,-3,3,-3,-2
O=C1CSC(c2ccccc2)N1CC12CC3CC(CC(O)(C3)C1)C2 (stereo unspecified),21,-8,-1,3,9,4,6,-13,-1,2,3
CC(C)(C)S(=O)(=O)N1C[C@@H]2CC/C=C\C/C(c3ccccc3)=C\2[C@H]1CCO,-5,7,-2,-1,-37,0,-3,-4,10,.,-4
COc1cc(SC#N)ccc1N=Cc1c(C)[nH]n(-c2ccc(C)c(C)c2)c1=O,14,?,24,88*,-4,100*,1,80*,3,0,30
Cc1ccc(CCNS(=O)(=O)c2ccc3c(c2)C(C)(C)C(=O)N3C)cc1,8,8,13,.,21,1,12,2,-8,3,-2
O=C(CSc1nc2c(c(=O)n1-c1ccc(Cl)cc1)SCC2)NCc1ccco1,14,-39,-4,14,-38,1,-5,-2,-10,-4,2
Cn1c(/C=C/c2ccc(Cl)cc2)nc2ccccc2c1=O,-255,-65,-14,-69,-109,-243,-15,12,6,2,-27
COCCNC(=S)NC(=O)CC12CC3CC(CC(C3)C1)C2,24,-2,4,-13,-6,19,-4,6,4,3,-24
Clc1ccc(-c2nnc(SCc3ccon3)o2)c(Cl)c1,-131,-64,48,-34,-134,-111,2,48*,4,-3,3
COc1ccc(NC(=O)CSc2ccc(-c3ccccn3)nn2)cc1OC,-10,1,-6,4,-4,-30,16,8,-19,-2,-6
CCC(CC)CN1CCC(CN2C(=O)C(=O)NC[C@@H]2[C@@H](C)CC)CC1,8,-19,12,-5,-2,4,10,-4,4,.,2

Individual results from above:
`CC(C)(C)S(=O)(=O)N1C[C@@H]2CC/C=C\C/C(c3ccccc3)=C\2[C@H]1CCO` in KKLEB tox shows -3
`COc1cc(OC)c2ccc(=O)oc2c1C(CC(=O)N1CCCC1)c1ccc(N(C)C)cc1` (stereo unspecified) in CF NFkB inh shows 3

The results go on.
SMILES,HIF-2a inh,Shn3 3UTR inh,TWEAK-Fn14 inh,MITF TRPM1 inh,NR2E3 ag-1,Peg3 prom inh,KKLEB tox,TRAIL sens C8,CF NFkB inh,NR2E3 ag-2,TROY NFkB inh
CC(=O)c1cc(C#N)c(SCCC(C)C)nc1C,-52,-27,-27,-6,1,-27,12,9,16,-1,-21
CN(C)C(=O)COC(=O)c1cc(Cl)cc(Cl)c1N,4,-16,-4,-9,-7,6,-9,-24,19,3,-15
O=[N+]([O-])c1cc(Cl)ccc1Sc1cccc2cccnc12,-14,-2,9,20,-3,5,-6,-15,4,-1,-4
COc1cccc(NC(=O)C(Cc2ccccc2)NC(=O)C2CCC(C)CC2)c1 (stereo unspecified),-16,-3,-46,1,5,-12,-10,-16,4,2,-10
CCn1c(SCc2ccccc2F)nnc1-c1ccncc1,1,-12,13,8,-18,4,-9,1,3,-1,-13
O=C(COc1ccc(Cl)cc1)NCc1ccccc1,2,9,-12,0,-27,2,-15,1,-4,-2,-4
CCOc1ccc(C2=C/C(=C/c3cccnc3)C(=O)O2)cc1,2,5,-2,-7,-33,7,-1,-13,9,0,-22
CC1=C(C(=O)N(C)C)C(c2ccc(Cl)c(Cl)c2)NC(=O)N1 (stereo unspecified),8,-11,-1,-6,-6,7,5,1,10,4,.
CCC[C@H](CN[C@@H](CNC)[C@H](C)O)NCCc1ccc(OC)cc1,8,-17,-13,-4,4,-3,1,-17,-7,4,-1
O=C(Oc1cc(Cl)ccc1Cl)C1=CC=CN2CCS(=O)(=O)N=C12,7,6,-5,5,-10,-4,-6,35,6,1,0
Cn1nc(C(=O)OCC(=O)NCc2ccc(Cl)cc2)c2ccccc2c1=O,12,-25,3,-6,-1,8,2,-6,3,.,12
Cc1[nH]c2ccc(-c3nnc(SCC(=O)c4ccc(F)cc4)o3)cc2c1C,-16,3,-43,-5,-9,-9,-4,-30,-19,0,2
CCC(C)N1C(=O)CCC1C(=O)N1CCN(c2ccc(F)cc2)CC1 (stereo unspecified),0,-2,-4,0,-20,-4,-10,-12,12,-3,-17
CCCOc1ccc(C(F)(F)F)cc1NC(=O)CCc1c(C)noc1C,17,-1,-22,1,-10,-2,-4,3,-20,2,-7
CC(=O)N1CCN(c2cc(N3CCCC3)c(F)cc2[N+](=O)[O-])CC1,19,-28,3,-3,3,6,1,-11,18,2,-1
COc1cccc(C(NC(C)=O)c2nc(-c3cccc4cccnc34)cs2)c1 (stereo unspecified),-21,1,-12,.,-5,5,21,3,-25,.,-17
CN(CCOc1ccccc1)CC(=O)Nc1ccc(S(=O)(=O)N2CCCC2)cc1,10,.,-5,3,-18,23,-1,2,-6,-1,-11
Cc1ccc(N(CC(=O)Nc2c(C)cccc2C)S(C)(=O)=O)cc1,15,-1,-7,12,-6,14,0,1,-4,-2,16
COCCNC(=O)c1cc(S(=O)(=O)N(C)c2ccccc2OC)ccc1C,6,6,-9,10,17,10,-2,-14,-14,2,-7
CN1OC[C@@H]2CN(Cc3ccccc3)[C@H](c3cccc(N4CCOCC4)c3)C[C@@H]21,1,-18,5,-7,-8,2,12,2,-5,.,-12
COc1cc(C(=O)OCC(=O)Nc2ccc(F)cc2F)cc(OC)c1OC,9,0,2,4,-31,7,-13,-2,-3,0,5
CCN(CC)C(=O)C[n+]1cccc(/C=N/O)c1,16,-13,-7,-6,9,7,-9,0,8,2,9
Cn1c2c(c(=O)n(C)c1=O)C(NC(=O)c1cccs1)(C(F)(F)F)C(=O)N2 (stereo unspecified),12,5,-7,-18,7,6,10,5,-11,-5,-26
O=C(COCC(=O)Nc1cccc(C(F)(F)F)c1)Nc1cccc(C(F)(F)F)c1,1,3,10,-12,4,34,-19,3,-7,3,-15
CN1CCN(c2ccc(CNC(=O)c3ccc(-c4cnn(C)c4)c4ccoc34)cc2)CC1,-105,0,-15,.,-35,-126,3,-5,-20,.,-50
COc1ccc(C(CNC(=O)c2ccc(-c3nc4ccccc4s3)o2)N2CCCC2)cc1 (stereo unspecified),-111,-11,5,-28,-34,-39,-4,-8,12,-1,36
Cc1ccc(-c2nc3ccc(Cl)cn3c2CC2CCCCC2)cc1,-261,-113,3,.,-136,-235,-20,16,-32,.,-42
Cc1[nH]c2ccccc2c1-c1csc(NC(=O)CSCCO)n1,-38,-34,5,7,5,-36,6,0,-33,1,-10
O=C(NC(N1CCOCC1)C(Cl)(Cl)Cl)c1ccco1 (stereo unspecified),10,-7,9,1,-10,0,10,-7,-6,14,-10
CCOC(=O)Cc1nnc(NC(=O)C(CC)Sc2nc(C)cc(=O)[nH]2)s1 (stereo unspecified),16,-5,9,.,10,8,7,-19,-1,2,10
COc1ccc(N(C(C)=O)c2nc3ccccc3[nH]2)cc1,-8,-19,3,-2,-13,-14,1,8,-4,-1,-14
Cc1cc(NC(=O)NCC(F)(F)F)no1,12,-12,5,4,15,1,-20,-6,3,1,-1
CC(=O)NS(=O)(=O)c1ccc(NC(=O)c2ccc3c(c2)OCO3)cc1,-30,-1,10,-4,-45,-19,-2,-9,-9,.,-13
O=C(NCc1ccccc1)C1=C[C@H](c2ccc(C(F)(F)F)cc2)C[C@H](OCCCCO)O1,4,-1,-5,-2,-7,0,-1,-1,2,1,-14
CC1CCN(C(=S)c2ccc(-c3ccc(Cl)cc3Cl)o2)CC1,-190,-48,2,-27,-36,-231,4,0,10,-2,-37
CCN(C(=O)CSc1nnc(SC)s1)c1c(N)n(Cc2ccccc2)c(=O)[nH]c1=O,-2,1,6,0,-5,10,-15,2,-1,3,-1
CCSc1nc2ccccc2n1CC(=O)N1CCCCC1,16,-12,-11,2,18,5,-24,-1,-14,7,2
O=C(NNC(=S)Nc1ccccc1)c1cccs1,-164,-70,-9,-14,-61,-245,9,11,-4,-1,-71
Fc1cccc(NC(=S)N2CCCCC2)c1,2,21,-10,-1,-16,19,2,-21,14,-4,-1
COC(=O)c1ccc(N(C(=O)c2ccco2)C(C(=O)NC2CCCC2)c2ccco2)cc1 (stereo unspecified),-17,-11,5,1,2,7,1,-26,1,1,-11
COc1ccccc1NC(=O)Cn1cnc2c(cnn2-c2ccc(C)c(C)c2)c1=O,-13,28,23,5,-41,8,0,-8,3,0,8
O=C(C1CCN(Cc2ccc(OCc3ccccc3)cc2)CC1)N1CCCC1,-42,-3,-4,-30,-11,-14,3,-19,-11,1,-23
O=C(CNC(=O)c1ccc(Br)o1)NCc1cccc(Cl)c1,8,-6,7,6,-51,11,-10,-5,10,3,-12
COc1ccc(NC(=O)CCN2CCN(Cc3ccccc3)CC2)c(OC)c1,11,5,9,8,-16,-2,16,-18,0,-2,-3
CCN(CC)S(=O)(=O)c1ccc(Cl)c(C(=O)NC2CCCC2)c1,2,12,-4,15,-18,10,1,3,-4,0,-3
COc1ccc(-c2nc3c(-c4ccc(F)cc4)cnn3cc2C)cc1F,-12,3,-3,3,-10,-31,-17,8,4,1,-13
O=C(N[C@@H]1CCC(=O)N(CC[C@H](Sc2ccccc2)c2ccccc2)CC1)OCc1ccccc1,27,24,-6,0,19,-2,-26,17,15,-1,11
COc1cccc2c1C1COC3C4CC(C(=O)O)C(C(C2)N13)N4C (stereo unspecified),16,-10,61*,-5,17,-17,-6,5,-8,.,30
CC12C=CC3(O1)C(C(=O)N(c1ccccc1)C3C(=O)NC1CCCC1)C2C(N)=O (stereo unspecified),14,-24,-4,-10,7,9,2,-16,6,3,12
CC(=C/c1ccc(C(C)C)cc1)/C=N/NC(=O)Cn1nc(C)cc1C,-6,10,-6,2,2,10,-7,-4,-2,2,-5
O=C(O)C(C/C(=N/O)c1ccc(Br)cc1)P(=O)(c1ccccc1)c1ccccc1 (stereo unspecified),18,3,1,-17,-4,-4,6,1,-15,-1,-4
